Screening results from PubChem BioAssay.
tuberculosis growth – growth inhibition of non-replicating M. tuberculosis (AID 488890); Mycobacterium tuberculosis non-replicating, growth inhibition; higher % means a stronger effect; inhibition, % at 25 µM, or IC50 in µM where a hit was titrated; actives 0.39% (n = 320,000); in the data active = a potency from the dose series; inconclusive = inhibition mostly from about 82% at the one dose, without a potency; inactive = the rest, 99 in 100 with inhibition below about 76%;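 note: plate controls were DMSO cells for no effect and high antibiotic wells for full effect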
Salmonella PhoP GFP – PhoP regulon inhibitors, Salmonella typhi PhoP promoter GFP reporter, confirmatory (AID 1850); Salmonella Typhi PhoP-promoter GFP reporter, fluorescence, 4 h; higher % means a stronger effect; actives 0.33% (n = 310,000); inhibition, % at 50 µM, or IC50 in µM where a hit was titrated; in the data active = a potency from the dose series; inconclusive = inhibition mostly from about 25% at the one dose, without a potency; inactive = the rest, 99 in 100 with inhibition below about 19%;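 note: 0% = induced wells with vehicle and 100% = uninduced wells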
M. tuberculosis HTS – M. tuberculosis growth inhibition, HTS (AID 449762); M. tuberculosis H37Rv growth inhibition, 7H9 media; higher % means a stronger effect; inhibition, % at 25 µM, or IC50 in µM where a hit was titrated; actives 0.59% (n = 330,000); in the data active = a potency from the dose series; inconclusive = inhibition above about 70% without an active follow-up result;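 note: bacterial growth assessed after seven days of incubation; strong numbers were not always called active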
influenza NS1A – H1N1 influenza NS1A inhibitors, functional cell based assay (AID 504329). NS1A functional cell-based assay, percent inhibition; higher % means a stronger effect. one-dose inhibition, % at 12.5 µM; IC50 in µM for titrated hits. actives 0.3% (n = 340,000); in the data active = a potency from the dose series; inconclusive = inhibition above about 27% without an active follow-up result; note: strong numbers were not always called active
inhibitors of VEEV – inhibitors of VEEV TC-83 cytopathic effect, confirmation, Vero cells (AID 588727); Vero cells, VEEV TC-83 cytopathic effect inhibition; higher % means a stronger effect; inhibition, % at 20 µM, or IC50 in µM where a hit was titrated; actives 0.13% (n = 350,000); in the data active = a potency from the dose series; inconclusive = inhibition mostly from about 14% at the one dose, without a potency; inactive = the rest, 99 in 100 with inhibition below about 12%; note: strong numbers were not always called active
inhibitors of VEEV 10K pilot screen – second read-out of inhibitors of VEEV, no call of its own (marks repeat the call); inhibition, %; measured here: 10K pilot screen inhibition
An asterisk follows results filed as active; i = inactive; u = inconclusive; x = no result given.

SMILES	tuberculosis growth	Salmonella PhoP GFP	M. tuberculosis HTS	influenza NS1A	inhibitors of VEEV	others
COc1ccccc1N(CC(=O)NCCc1ccccc1)S(C)(=O)=O	-3%	-8%	-2%	-1%	0.3%
COc1ccccc1N1C(=N)S/C(=C\c2ccc(-c3ccccc3C(=O)O)o2)C1=O	-16%	-2%	2%	-3%	1.5%
O=C(c1cc2nc(-c3ccco3)cc(C(F)(F)F)n2n1)N1CCN(Cc2ccccc2)CC1	17%	7%	-3%	-16%	i
O=[N+]([O-])c1ccccc1S(=O)(=O)NCc1ccc(F)cc1	2%	2%	-3%	x	0.6%
O=C1N(Cc2cccnc2)C[C@@H]2C[C@@H](c3ccccc3C#Cc3ccccc3)N3CCC[C@@]123	31%	-22%	-4%	5%	5.3%
CC(C)(C)c1ccc(NC(=O)c2ccc(=O)[nH]n2)cc1	30%	-3%	6%	5%	1.4%
O=C(O)c1csc(-c2cccs2)n1	7%	9%	9%	-1%	0.3%
CCCCCn1c(SCC(=O)OC)nc2c1c(=O)[nH]c(=O)n2C	15%	3%	0%	32%	0.2%
O=c1cc(-c2ccccc2F)oc2ccccc12	-6%	8%	-3%	4%	3.9%
Cc1ccc(C)c(NC(=O)c2cc(=O)c3ccccc3o2)c1	35%	-1%	4%	3%	2.8%
CCOC(=O)N1CCN(C(=O)CSc2ccc(-c3cccnc3)nn2)CC1	19%	11%	3%	x	x
Nc1cccc(NC(=O)CN2CCOCC2)c1	-6%	1%	3%	23%	0.5%
Cc1ccc(C(=O)Nc2ccc3c(c2)OCO3)cc1	41%	5%	-9%	-2%	1.7%
COCCN(C(=S)Nc1ccc(C)cc1)C(C)c1cccnc1 (centres undefined)	7%	13%	-1%	-12%	0.3%
Cc1ccc(NC(=S)c2ccccc2)cc1	50%	-1%	4%	-6%	1.7%
CCOc1ccccc1C(=O)NCCc1cnc[nH]1	5%	-7%	0%	-4%	0.2%
Cc1c(Br)c([N+](=O)[O-])nn1CC(=O)Nc1ccccn1	-2%	-17%	-3%	13%	0.1%
O=C(Nc1nc2cc3c(cc2s1)OCCO3)C1CCCCC1	x	x	x	2%	11%
COc1ccc(-c2oc3cccnc3c2/C=C/c2ccc(OC)c(OC)c2)cc1	40%	-1%	51µM*	-40%	10%
Cc1ccc(SCc2ccc(C(=O)Nc3ccccc3Br)cc2)cc1	22%	-1%	u	-6%	0.3%
Cc1c(C)c2c(OCC(=O)NCC(=O)NCC(=O)O)cc3c(c2oc1=O)CCC(C)(C)O3	-2%	3%	4%	-10%	0.3%
O=C(ONC1=NCCCCC1)c1cccc([N+](=O)[O-])c1	-9%	-5%	9%	-4%	0.5%
COc1ccc(CCNC(=O)COC(=O)c2ccc([N+](=O)[O-])o2)cc1	61%	x	u	-3%	0.7%
N#Cc1ccc(C(=O)OCC(=O)NC(=O)NC2CCCCC2)cc1	-2%	x	-1%	-4%	2.2%
O=C(Nc1ccc2nn(-c3ccccc3)nc2c1)c1ccc(Br)o1	7%	-10%	-3%	-2%	0.2%

Continued:
SMILES	tuberculosis growth	Salmonella PhoP GFP	M. tuberculosis HTS	influenza NS1A	inhibitors of VEEV	others
CCC1(C)C2(C#N)C(N)=NC(OC)(OC)C12C#N (centres undefined)	-19%	-1%	-11%	-2%	0.6%
COc1cccc(CNC(=O)COC(=O)c2ccc(Cl)s2)c1	14%	x	3%	-4%	2.4%
Cc1ccc(C#CC[N+](C)(C)CC#Cc2ccccc2)cc1	42%	-4%	38%	-4%	0.1%
COc1ccc(-n2c(O)c(/C=C3\C=Nc4ccc(Br)cc43)c(=O)[nH]c2=O)cc1	39%	-11%	-5%	-2%	0.3%
CCCCCCC1C(C#N)=C(N)OC2=C1C(=O)CC(C)(C)C2 (centres undefined)	x	-24%	-3%	0%	2.0%
COc1ccc(-c2ccc3c(=O)cc(-c4ccsc4)oc3c2)cn1	21%	x	8%	4%	9.7%
CCOC(=O)Cc1csc(NC(=O)CSc2nnnn2-c2ccc(C)c(C)c2)n1	18%	4%	-4%	25%	0.5%	inhibitors of VEEV 10K pilot screen=0.9
CCCC(=O)OCCNc1cc(SCc2ccco2)c2nonc2c1[N+](=O)[O-]	u	-4%	u	17%	7.3%
CC(OC(=O)c1cccc(S(=O)(=O)N2CCCC2)c1)C(=O)NC1CCCCC1C (centres undefined)	-9%	-6%	-5%	-6%	3.8%
CCOc1ccc2sc(NS(=O)(=O)c3ccc(N)cc3)nc2c1	74%	-7%	6%	16%	3.5%
O=S(=O)(Cc1ccc(Cl)cc1)N1CCN(Cc2ccccc2)CC1	-2%	1%	-2%	0%	i
CN(C)S(=O)(=O)Nc1ccccc1F	3%	-6%	-3%	0%	1.1%
COc1ccc(CCNC(=O)c2ccc3c(=O)n(Cc4ccco4)c(=S)[nH]c3c2)cc1OC	19%	6%	6%	2%	1.0%
COc1ccc(N2CCN(c3oc(COc4ccc(Cl)cc4)nc3C#N)CC2)cc1	36%	-10%	u	12%	0.5%
CC(=O)c1cccc(NC(=S)N2CCN(c3ccccn3)CC2)c1	-2%	-4%	9%	-1%	8.7%
C=CCN(C(=O)Cn1ncc2c1-c1cc(C)ccc1OC2)c1ccccc1	-2%	-3%	0%	-3%	5.7%
Cc1cc(Cl)ccc1NC(=S)NCc1ccccc1	77%	-4%	2%	20%	i
CCC1(CC)NC(=S)N(Nc2ccccc2)C1=O	17%	-15%	-8%	3%	i
Fc1ccccc1COc1ccccc1/C=N/Nc1nc(N2CCCC2)nc(N2CCCC2)n1	-17%	-6%	-2%	-9%	0.9%
CC(=O)c1ccc(OCC(=O)Nc2ccccc2N2CCCC2)cc1	45%	12%	13%	-4%	6.6%
CC(C)(C)NC(=O)NC(=O)COC(=O)CNS(=O)(=O)c1ccc(Br)cc1Cl	-1%	1%	-5%	3%	1.2%
O=C(NC1CCSC1=O)c1cccc(Cl)c1 (centres undefined)	-7%	3%	0%	-2%	3.2%
COc1ccc(NC(=O)CCNC(=O)c2ccco2)cc1OC	-9%	-10%	2%	3%	0.8%
Cc1nc2ccc(NS(=O)(=O)c3ccc(F)cc3)cc2s1	9%	20%	-1%	-6%	0.1%
Cc1cc(C(=O)COC(=O)c2ccc3c(c2)NC(=O)CS3)c(C)n1CCc1ccc(Cl)cc1	6%	-2%	-1%	-3%	1.4%

The list continues.
SMILES	tuberculosis growth	Salmonella PhoP GFP	M. tuberculosis HTS	influenza NS1A	inhibitors of VEEV	others
Cc1cc(CNC(=O)c2ccc3nc(Cc4ccccc4F)oc3c2)nn1C	-12%	-14%	0%	-6%	5.5%
O=C(c1ccc(F)cc1)C1CCN(S(=O)(=O)c2ccccc2)CC1	22%	7%	-12%	-11%	2.9%
COC(=O)c1ccc(COc2ccc(/C=N/O)cc2OC)o1	18%	7%	-2%	5%	0.4%
Cn1c(=O)n(C)c2cc(NS(=O)(=O)c3ccc(F)cc3)ccc21	11%	7%	-2%	-2%	9.2%
O=C(Nc1ccc2c(c1)OCCO2)C1CCN(C(=O)c2ccc(Cl)cc2)CC1	-4%	-7%	-10%	13%	0.2%
CC(=O)N1CC(c2ccccc2)C(c2ccc(Cl)cc2)=N1 (centres undefined)	25%	-4%	2%	10%	i
N#CCC(=O)Nc1cc(C(F)(F)F)ccc1N1CCOCC1	0%	-7%	4%	6%	i
Cc1c(S(=O)(=O)N2CCN(c3ccccc3)CC2)c(=O)n(C)c(=O)n1C	-6%	0%	5%	1%	1.6%
COCCN(C(=O)CSc1nc2ccc(Cl)cc2[nH]1)c1c(N)n(Cc2ccccc2)c(=O)[nH]c1=O	15%	2%	-13%	-3%	1.9%
Cc1ccc(-n2sc3ccccc3c2=O)cc1	i	-2%	u	-5%	3.7%
CC1CCN(C(=O)c2ccc(-n3cnnn3)cc2)CC1	-5%	-9%	-3%	6%	0.5%
CC(=O)Nc1ccc(SCC(=O)NC(=O)c2ccc(S(=O)(=O)N(C)C)cc2)cc1	-8%	x	-5%	-10%	4.6%
CN(C)/C=C1/NC(=S)NC1=O	-11%	-2%	-4%	5%	i
COCCOC1CCN(C(=O)c2cc(COc3ccc(F)cc3F)on2)CC1	27%	9%	4%	-7%	1.4%
Cc1cc(C(=O)COC(=O)CC2Sc3ccccc3NC2=O)c(C)n1-c1ccccc1 (centres undefined)	45%	1%	5%	5%	1.1%
COc1ccc(/C=N/NC(=O)c2cc(-c3ccc4c(c3)OCO4)n[nH]2)cc1OC	-1%	-13%	-8%	-1%	i
CC(C)(CO)NS(=O)(=O)c1ccc2c(c1)oc(=O)c1cc(S(=O)(=O)NC(C)(C)CO)ccc12	16%	-3%	0%	1%	0.7%
O=C(NC(Nc1ccccn1)C(Cl)(Cl)Cl)c1ccccc1 (centres undefined)	24%	-1%	9%	7%	0.4%
Cc1ccc(C)c(-n2c(CNc3ccc(F)cc3)nnc2SCC(N)=O)c1	6%	12%	-5%	-6%	i
CC(=O)c1ccc(NC(=O)C(C)N(C)CC(=O)Nc2ccc(N3CCOCC3)cc2)cc1 (centres undefined)	19%	9%	-4%	1%	0.6%
COc1ccc2c(/C=N/Nc3ccc(C(=O)O)cc3)c[nH]c2c1	16%	15%	-4%	-12%	0.3%
COc1ccc(C(=O)NCC(c2ccco2)N2CCc3ccccc32)cc1 (centres undefined)	-2%	5%	20%	-6%	8.7%
CCOC(=O)Cc1csc(NC(=O)CSc2cc(Cl)ccc2Cl)n1	40%	-2%	5%	18%	i
CCOC(=O)CSC1=N/C(=C\c2cc(OC)c(OC)c(OC)c2)C(=O)N1C	3%	-11%	0%	-4%	2.7%
CC(C)(C)CNc1cc(N2CCOCC2)ccc1[N+](=O)[O-]	12%	-6%	6%	11%	1.0%

Filtered by structure: the entries above with a tert-butyl group (3)
SMILES	tuberculosis growth	Salmonella PhoP GFP	M. tuberculosis HTS	influenza NS1A	inhibitors of VEEV	others
CC(C)(C)c1ccc(NC(=O)c2ccc(=O)[nH]n2)cc1	30%	-3%	6%	5%	1.4%
CC(C)(C)NC(=O)NC(=O)COC(=O)CNS(=O)(=O)c1ccc(Br)cc1Cl	-1%	1%	-5%	3%	1.2%
CC(C)(C)CNc1cc(N2CCOCC2)ccc1[N+](=O)[O-]	12%	-6%	6%	11%	1.0%

(cont.)
SMILES	tuberculosis growth	Salmonella PhoP GFP	M. tuberculosis HTS	influenza NS1A	inhibitors of VEEV	others
O=C1c2c(O)cc(O)cc2O[C@H](c2ccc(O)cc2)[C@H]1O	0%	6%	-4%	-6%	1.5%
CCN(CC(=O)Nc1cc(Cl)ccc1C)C(=O)Cc1sc(C)nc1-c1ccc(F)cc1	40%	6%	-6%	1%	7.3%
CCC1(C2=NCCN2)Cc2ccccc2O1 (centres undefined)	-15%	-16%	0%	-2%	1.4%
O=C(Cn1nc(Cc2ccncc2)c2ccccc2c1=O)N1CCN(C(=O)c2ccco2)CC1	-6%	1%	-1%	4%	8.4%
CC(C)CC(=O)Nc1cc(NC(=O)CC(C)C)cc(C(=O)NC(C)(C)C)c1	-11%	-5%	-4%	4%	1.7%
Cc1cc(SC(C)C(=O)Nc2c(C)n(C)n(-c3ccccc3)c2=O)nc2ccccc12 (centres undefined)	1%	0%	-9%	-2%	3.6%
CCC(C)(C)n1nnnc1C(c1ccc(C)cc1)N1CCC(C)CC1 (centres undefined)	23%	-3%	4%	-117%	i
Cn1cccc1Cc1nnc(SCC(=O)NC2CCCCC2)n1CCc1ccccc1	39%	7%	-4%	0%	9.3%
C#CC1(NC(=O)N(C)C)CCCCC1	-4%	-5%	4%	0%	i
C/C(=C\C(=O)c1ccc(Br)cc1)NCc1ccccc1	x	4%	-2%	2%	5.5%
CC(C)(C)c1ccc(-c2n[nH]c(=S)n2C2CCCC2)cc1	3%	-13%	-3%	4%	i
CCOC(=O)C1CCN(Cc2cc(=O)oc3cc(C)c(Cl)cc23)CC1	27%	-17%	0%	-10%	0.5%
COc1ccc(C(=O)COC(=O)[C@H](C)NS(=O)(=O)c2ccc(NC(C)=O)cc2)cc1OC	x	x	x	-4%	1.0%
CC(NC(=O)C1CCC(CNc2c(N3CCOCC3)c(=O)c2=O)CC1)c1ccccc1 (centres undefined)	x	-5%	-11%	6%	1.5%
Nc1ccc2oc(CCc3ccccc3)nc2c1	19%	-6%	u	-2%	3.9%

Four records drawn at random from the list so far:
SMILES	tuberculosis growth	Salmonella PhoP GFP	M. tuberculosis HTS	influenza NS1A	inhibitors of VEEV	others
O=C(Nc1ccc2c(c1)OCCO2)C1CCN(C(=O)c2ccc(Cl)cc2)CC1	-4%	-7%	-10%	13%	0.2%
Cc1nc2ccc(NS(=O)(=O)c3ccc(F)cc3)cc2s1	9%	20%	-1%	-6%	0.1%
N#CCC(=O)Nc1cc(C(F)(F)F)ccc1N1CCOCC1	0%	-7%	4%	6%	i
Cc1ccc(-n2sc3ccccc3c2=O)cc1	i	-2%	u	-5%	3.7%
